Screening results as filed in PubChem BioAssay.
COUP-TFII inh: NR2F2 transcriptional activity inhibitors, primary screen, cell-based, luciferase reporter, HEK293T, luminescence; COUP transcription factor 2 (Homo sapiens), P24468; HEK293T NGFI-A luciferase reporter; inhibition, % at 8.6 µM; 0.7% of 370,000 active; AID 686940, 2013;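 active = inhibition above a per-plate cutoff, mean inhibition of test wells between control levels plus 3 SD, cut at about 38% in these data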;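 also: cells cotransfected with COUP-TFII expression vector driving the NGFI-A reporter; 0% = median of COUP-TF2 test wells and 100% = reporter-only cells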
CF NFkB inh: inhibitors of PAF-induced NF-kB signaling, primary screen, cell-based, GFP fluorescence, uHTS | KKLEB NF-kB-GFP reporter, GFP fluorescence overnight | inhibition, % at 5 µM | 0.86% of 360,000 active | AID 588850, 2011;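 active = at least 50% inhibition at 5 µM, scaled per plate between neutral and stimulator controls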;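 also: PAF is a Pseudomonas aeruginosa culture filtrate used as stimulus; plate controls were PAF-stimulated DMSO wells for no effect and unstimulated DMSO wells for full effect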
TWEAK Fn14 block: inhibitors of TWEAK-Fn14 signaling, primary screen, luciferase reporter cells, uHTS | 2% of 360,000 active | TWEAK-stimulated Fn14 reporter cells, luciferase luminescence, 8 h | AID 1159606, 2016 | inhibition, % at 10 µM; in the data active = inhibition above about 50%
TROY NFkB inh: inhibitors of TROY-driven NF-kB signaling, primary screen, Q293 LMP1-TROYcd cells, NF-kB luciferase, uHTS; Q293 LMP1-TROYcd NF-kB luciferase reporter, 4 h; inhibition, % at 10 µM; 0.98% of 360,000 active;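 active = compounds whose plate-normalised and pattern-corrected inhibition of the luciferase reporter signal at the single screening dose is 50% or more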
NR5A2 inv ag: LRH-1 (NR5A2) inverse agonists, primary screen, cell-based, luminescence, HEK293T, StAR-luciferase reporter; LRH-1 transfected, 24 h; inhibition, % at 3.6 µM; 0.13% of 360,000 active; AID 602396, 2012;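 active = inhibition above the mean inhibition of all tested compounds plus 3 SD, cut at about 73% in these data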;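 also: 0% = DMSO wells and 100% = reporter-only cells lacking LRH-1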
EBV LMP1 NFkB: EBV LMP1-driven NF-kappaB luciferase reporter inhibitors, primary screen, cell-based, luminescence, single point; LMP1-induced NF-kappaB luciferase reporter cells; inhibition, % at 12.5 µM; 0.69% of 350,000 active; in the data active = inhibition above about 41%;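 also: 0% = neutral control wells and 100% = reference inhibitor control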
SRC3 inh: SRC3 coactivator transcriptional activity inhibitors, primary screen, cell-based, luminescence. Nuclear receptor coactivator 3 (Homo sapiens), Q9Y6Q9. HEK293 GAL4-SRC3 luciferase reporter. 0.17% of 360,000 active. inhibition, % at 3.6 µM;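 active = inhibition above a per-campaign cutoff, the mean of all compounds plus 3 SD, cut at about 60% in these data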;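 also: 0% = DMSO-treated cells and 100% = gossypol-treated cells at 36 µM; higher means less SRC3-driven luciferase light from the GAL4 reporter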
KKLEB tox: cytotoxicity in KKLEB CF airway cells, primary screen, cytotoxicity control for CF NF-kB inhibitor project, cell-based, uHTS, fluorescence assay plates. KKLEB CF airway cells viability, ATPlite luminescence, overnight; stronger effect = lower value; cells stimulated with P. aeruginosa culture filtrate. activity change (cytotoxicity), % at 5 µM. 0.36% of 360,000 active;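 active = corrected activity change at or below -50% at 5 µM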
NCOA1 inh: SRC1 coactivator transcriptional activity inhibitors, primary screen, cell-based, luminescence. HEK293 GAL4-SRC1 luciferase reporter. AID 588354, 2011. 0.12% of 360,000 active. Nuclear receptor coactivator 1 (Homo sapiens), Q15788. inhibition, % at 3.6 µM;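 active = inhibition above the campaign mean plus 3 SD, with each screening campaign given its own cutoff, cut at about 60% in these data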;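 also: 0% = DMSO treated cells and 100% = gossypol at 36 µM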
SRC2 inh: inhibition of GAL4-SRC2 driven luciferase reporter, primary screen, SRC2 inhibitor project, cell-based, luminescence. inhibition, % at 9 µM. 0.17% of 370,000 active. HEK293 GAL4-SRC2 luciferase reporter. Nuclear receptor coactivator 2 (Homo sapiens), Q15596;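 active = inhibition above the mean inhibition of all tested compounds plus 3 SD, set per campaign, cut at about 52% in these data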;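 also: 0% = DMSO treated cells and 100% = cells given Gossypol at 36 µM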
Target sequence (Q15596 whole entry, looked up, the tested form may be a part): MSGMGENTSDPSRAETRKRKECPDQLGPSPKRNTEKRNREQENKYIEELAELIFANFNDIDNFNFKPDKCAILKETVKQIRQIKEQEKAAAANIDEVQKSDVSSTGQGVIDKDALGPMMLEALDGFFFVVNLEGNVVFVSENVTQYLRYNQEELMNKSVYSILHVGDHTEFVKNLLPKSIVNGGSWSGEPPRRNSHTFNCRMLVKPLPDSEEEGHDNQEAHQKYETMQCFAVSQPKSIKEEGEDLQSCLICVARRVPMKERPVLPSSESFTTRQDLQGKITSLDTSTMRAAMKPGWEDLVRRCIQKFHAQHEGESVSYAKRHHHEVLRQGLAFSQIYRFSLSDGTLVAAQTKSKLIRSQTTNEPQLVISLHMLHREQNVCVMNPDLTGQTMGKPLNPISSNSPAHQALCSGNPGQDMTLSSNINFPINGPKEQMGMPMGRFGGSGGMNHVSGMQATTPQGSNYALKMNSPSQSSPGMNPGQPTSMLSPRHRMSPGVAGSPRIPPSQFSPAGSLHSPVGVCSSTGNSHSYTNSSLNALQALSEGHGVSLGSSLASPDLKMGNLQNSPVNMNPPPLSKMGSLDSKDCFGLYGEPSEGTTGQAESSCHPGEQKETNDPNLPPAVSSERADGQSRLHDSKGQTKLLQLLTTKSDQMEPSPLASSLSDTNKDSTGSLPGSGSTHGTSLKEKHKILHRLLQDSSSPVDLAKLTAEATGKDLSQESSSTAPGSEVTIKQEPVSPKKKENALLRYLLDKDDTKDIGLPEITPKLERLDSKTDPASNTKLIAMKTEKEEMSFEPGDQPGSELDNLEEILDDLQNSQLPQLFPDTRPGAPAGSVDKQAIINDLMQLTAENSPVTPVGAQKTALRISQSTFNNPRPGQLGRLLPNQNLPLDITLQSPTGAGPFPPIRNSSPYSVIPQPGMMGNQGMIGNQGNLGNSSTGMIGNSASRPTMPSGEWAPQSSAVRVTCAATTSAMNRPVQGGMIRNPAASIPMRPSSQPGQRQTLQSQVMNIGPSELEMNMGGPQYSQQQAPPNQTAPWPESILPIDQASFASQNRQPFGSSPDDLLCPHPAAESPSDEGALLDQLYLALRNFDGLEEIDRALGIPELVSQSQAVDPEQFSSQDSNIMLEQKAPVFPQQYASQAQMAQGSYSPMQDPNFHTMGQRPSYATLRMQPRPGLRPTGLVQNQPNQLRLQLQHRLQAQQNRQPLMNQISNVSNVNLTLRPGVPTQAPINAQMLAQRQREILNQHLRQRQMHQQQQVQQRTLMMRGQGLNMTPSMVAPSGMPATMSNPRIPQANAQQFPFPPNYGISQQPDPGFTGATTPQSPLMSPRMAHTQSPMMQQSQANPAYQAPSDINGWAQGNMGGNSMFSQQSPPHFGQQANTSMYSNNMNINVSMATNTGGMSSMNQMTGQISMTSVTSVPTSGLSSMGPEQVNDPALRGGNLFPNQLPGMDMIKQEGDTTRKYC
TRAIL sens C8: viability loss with TRAIL in NB7+C8 cells, primary screen, TRAIL sensitizer project, cell-based, ATPlite luminescence; inhibition (viability loss, TRAIL sensitization), % at 10 µM; 1% of 360,000 active; AID 624354, 2012;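 active = compounds causing at least 50% loss of cell viability in the single-dose screen, relative to plate controls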
* = called active by the depositor; / = not tested or not shown.

canonical_smiles	COUP-TFII inh	CF NFkB inh	TWEAK Fn14 block	TROY NFkB inh	NR5A2 inv ag	EBV LMP1 NFkB	SRC3 inh	KKLEB tox	NCOA1 inh	SRC2 inh	TRAIL sens C8
CC(=O)N1CCN=C1SCc1cccc(F)c1	-3	30	-11	4	-6	-2	-8	-8	-7	14	-14
Cc1cc(C)c2c(=O)[nH]c(SCc3ccc([N+](=O)[O-])cc3)nc2n1	-8	0	2	18	-4	-4	3	0	-7	-5	0
O=C1c2ccc(Oc3ccc([N+](=O)[O-])cc3)cc2C(=O)N1c1ccncc1	1	0	-1	16	8	-7	-4	-3	-12	9	-13
C=CCn1c(SCC(=O)NCCCO)nc2sc3c(c2c1=O)CCC3	11	2	0	2	12	5	-8	12	9	-19	7
COc1ccccc1N(C)S(=O)(=O)c1ccc(Cl)c(C(=O)NC2=NCCS2)c1	2	6	-8	4	-1	-2	17	-6	24	-16	12
Cc1ccc(NC2=CC(=O)CC(c3ccc(Cl)cc3)C2)cc1 (configuration not stated)	3	8	14	1	-17	5	-6	11	-7	-8	6
Cc1ccc(OCc2nn3c(-c4ccco4)nnc3s2)cc1	-7	-6	-22	-23	-3	3	-7	6	-5	-21	14
CC(=O)c1ccc(-c2cccc([C@H]3[C@@H]4C=CC[C@@H](C)[C@@H]4C(=O)N3Cc3ccccc3)c2)cc1	10	-5	13	-2	-20	-12	-11	-4	-17	-19	5
CCCN(CCC)CCNC(=O)CCC(=O)Nc1ccc2nc(N3CCN(C)CC3)cc(C)c2c1	19	16	-4	-14	0	-8	13	-2	6	-3	11
CCC(C(=O)NCc1cccnc1)c1ccccc1 (configuration not stated)	8	-4	1	9	10	-7	10	6	4	-24	0
Cc1cc2nnc(SCC(=O)NCc3cccs3)n2c2ccccc12	-3	24	24	3	13	11	5	-9	-16	-19	4
COc1cc(C(=O)Nc2cccc(-n3cnnn3)c2)cc(OC)c1OC	-23	-2	-30	9	0	8	-6	-7	-12	3	-27

By substructure: the entries above containing a carbonyl joined to an NH by a bond outside any ring (six)
canonical_smiles	COUP-TFII inh	CF NFkB inh	TWEAK Fn14 block	TROY NFkB inh	NR5A2 inv ag	EBV LMP1 NFkB	SRC3 inh	KKLEB tox	NCOA1 inh	SRC2 inh	TRAIL sens C8
C=CCn1c(SCC(=O)NCCCO)nc2sc3c(c2c1=O)CCC3	11	2	0	2	12	5	-8	12	9	-19	7
COc1ccccc1N(C)S(=O)(=O)c1ccc(Cl)c(C(=O)NC2=NCCS2)c1	2	6	-8	4	-1	-2	17	-6	24	-16	12
CCCN(CCC)CCNC(=O)CCC(=O)Nc1ccc2nc(N3CCN(C)CC3)cc(C)c2c1	19	16	-4	-14	0	-8	13	-2	6	-3	11
CCC(C(=O)NCc1cccnc1)c1ccccc1 (configuration not stated)	8	-4	1	9	10	-7	10	6	4	-24	0
Cc1cc2nnc(SCC(=O)NCc3cccs3)n2c2ccccc12	-3	24	24	3	13	11	5	-9	-16	-19	4
COc1cc(C(=O)Nc2cccc(-n3cnnn3)c2)cc(OC)c1OC	-23	-2	-30	9	0	8	-6	-7	-12	3	-27

The listing picks up; the five compounds before the break are reprinted first.
canonical_smiles	COUP-TFII inh	CF NFkB inh	TWEAK Fn14 block	TROY NFkB inh	NR5A2 inv ag	EBV LMP1 NFkB	SRC3 inh	KKLEB tox	NCOA1 inh	SRC2 inh	TRAIL sens C8
CC(=O)c1ccc(-c2cccc([C@H]3[C@@H]4C=CC[C@@H](C)[C@@H]4C(=O)N3Cc3ccccc3)c2)cc1	10	-5	13	-2	-20	-12	-11	-4	-17	-19	5
CCCN(CCC)CCNC(=O)CCC(=O)Nc1ccc2nc(N3CCN(C)CC3)cc(C)c2c1	19	16	-4	-14	0	-8	13	-2	6	-3	11
CCC(C(=O)NCc1cccnc1)c1ccccc1 (configuration not stated)	8	-4	1	9	10	-7	10	6	4	-24	0
Cc1cc2nnc(SCC(=O)NCc3cccs3)n2c2ccccc12	-3	24	24	3	13	11	5	-9	-16	-19	4
COc1cc(C(=O)Nc2cccc(-n3cnnn3)c2)cc(OC)c1OC	-23	-2	-30	9	0	8	-6	-7	-12	3	-27
CCC(=O)NC1CC2CCCC(C1)N2Cc1ccc(C)cc1 (configuration not stated)	10	-10	17	-12	1	-6	0	4	7	4	-1
COC(=O)c1ccc(COc2ccccc2/C=N/O)o1	-10	10	-18	-21	-7	/	-10	-7	2	-6	-10
CNC(=S)N1C2CCC1CC(NC(=O)NC13CC4CC(CC(C4)C1)C3)C2 (configuration not stated)	22	-6	1	4	26	-24	5	1	14	7	-18
CC1(Cc2cc(Cl)ccc2C(F)(F)F)C(=O)Nc2cc(F)ccc21 (configuration not stated)	/	-6	4	21	12	/	0	-4	-11	/	17
O=C(O)c1csc(-c2cccs2)n1	7	14	15	-42	-13	-3	-1	-17	-1	-40	-1
O=C(Nc1nc2ccccc2n1CCN1CCOCC1)c1ccc(COc2ccccc2Br)o1	-3	6	-8	16	10	-7	-4	-2	-3	7	2
Oc1cccc2ccc(Nc3ccccn3)nc12	39*	60*	-11	0	24	75*	39	-67*	-5	-8	83*
CCc1nnc(NC(=O)CSCc2cc(=O)n3nc(C(C)C)sc3n2)s1	-19	-16	1	17	-22	-7	5	5	3	-17	-1
CC(C)CCNC(=O)c1onc(CSc2ccc(F)cc2)c1C(=O)NCCC(C)C	-10	20	5	-9	-29	10	10	-1	10	-4	-1
COCCCN1C(=O)C(=O)/C(=C(/O)c2ccc(C)cc2)C1/C=C/c1ccccc1 (configuration not stated)	-1	-2	-7	10	5	4	-20	-18	2	-5	-5
C[C@H]1C(=O)N(C)CCN1C(=O)c1ccc(OC2CCN(CCc3ccccc3)CC2)cc1	-22	-18	4	12	8	7	-12	4	1	-20	-11
Cc1ccccc1CN(C)CC(=O)Nc1cccc(S(=O)(=O)N(C)c2ccccc2)c1	9	17	4	17	7	6	9	-4	-18	13	-9
CCCCOc1ccc(NC(=O)CSc2nnnn2C)cc1	-23	16	-17	-8	11	-8	0	-7	-9	-27	-2
CCOC(=O)c1ccsc1NC(=O)c1ccco1	9	-10	-8	5	3	4	1	-4	5	6	-29
CCCC(=O)Nc1cccc(NC(=O)c2ccc([N+](=O)[O-])cc2Cl)c1	2	6	-13	20	9	7	12	-14	8	17	-1
CCn1cc(C(=O)NC2CCCCC2)c(=O)c2ccc(C)nc21	27	7	-4	2	10	2	-4	10	1	8	13
COc1ccc(CC(=O)Nc2ccc(S(=O)(=O)NC(C)C)cc2)cc1	3	6	15	-10	23	1	-19	11	5	7	1
COc1cc(C(=S)N2CCC(C(N)=O)CC2)ccc1O	-4	8	6	-1	6	2	17	-5	-5	14	15
CCc1nc2ccc(C(=O)N(C)CCN(C)C)cn2c1N(C)CCC(C)C	-22	6	3	4	1	/	8	2	-5	-10	-17
COC(=O)C1=C(C)OC(N)=C(C#N)C1c1ccc(OC)c(OC)c1OC (configuration not stated)	-6	1	-2	11	-8	-13	2	2	2	-14	10
COc1ccccc1C=NNC(=O)NN=Cc1ccccc1OC	-12	-14	3	-12	-51	-4	-38	-23	-26	-48	65*
Cc1ccccc1NC(=O)c1c(F)c(F)c(F)c(F)c1F	8	13	2	12	-1	3	5	-3	10	-10	-16
COc1ccc(C2C(C#N)=C(N)OC3=C2C(=O)CCC3)c(OC)c1OC (configuration not stated)	18	0	16	-4	20	-6	-22	-10	-2	-7	-6
CC(C)Sc1nnc([C@H](Cc2ccccc2)NC(=O)OC(C)(C)C)o1	-11	0	10	18	-14	5	8	2	1	-4	38
CCCc1ncc(C[n+]2ccccc2C)c(N)n1	2	-12	9	-14	13	-10	-1	11	6	12	0
COc1ccc(OCC(=O)Nn2c(-c3cccc(OC)c3)nc3ccccc3c2=O)cc1	11	1	-5	9	6	-3	5	5	-7	-19	12
Cc1cnc(C)c(Nc2nc(C(N)Cc3ccc(F)cc3)cs2)n1 (configuration not stated)	-3	17	-31	-4	8	/	-3	-5	-25	-9	-13
Cc1ccc(CN2CCC(n3nccc3NC(=O)CCOc3ccccc3)CC2)cc1C	8	-8	-3	14	-6	-2	6	1	-17	11	9
CCOc1cc(S(=O)(=O)n2nc(C)cc2C)ccc1F	10	-5	-6	-8	-3	5	0	1	-9	-27	-12
CCCNC(=O)c1nc(C)c(C)nc1C(=O)Nc1cccc(Cl)c1	9	-11	-3	10	14	-1	-3	4	1	10	-13
Cc1nn(C(C)C(=O)NC2CCCCC2)c(=O)c2nn(-c3ccccc3)c(C)c12 (configuration not stated)	-4	0	-18	19	8	-2	5	2	-5	4	-17
CCc1cc2c(=O)c(-c3nc4ccccc4n3C)coc2c(CN2CCN(C)CC2)c1O	-2	0	-6	8	12	-13	3	13	-52	16	13
CCC(=O)N(Cc1ccco1)Cc1cc2cc3c(cc2[nH]c1=O)OCO3	2	-1	2	-14	9	-7	-6	-6	-8	-10	-6
COc1ccc(Cn2c(-c3ccccc3C)nc3c(c(=O)c4ccccc4n3C)c2=O)cc1	10	-1	-25	-24	-5	4	-2	6	2	6	-1
COc1cccc(C2CC(c3cccs3)=NN2C(=O)CSc2nc3c(cnn3-c3ccc(F)cc3)c(=O)[nH]2)c1OC (configuration not stated)	/	-27	34	18	-12	-2	-20	22	-28	/	11
COc1ccc(N2C(=O)CC(Cc3ccc(Br)cc3)C2=O)cc1 (configuration not stated)	6	8	9	12	13	2	10	-2	3	10	-11
CC(C)(C)N/C=C(\C#N)S(=O)(=O)c1ccc(Br)cc1	9	8	-17	-3	5	/	4	-3	8	2	-11
CC1(C)CC(=O)C=C(NCc2ccccc2)C1	-13	5	3	-11	9	-18	7	-8	9	-8	2
Cc1nc(NNC(=O)c2ccc(Cl)cc2Cl)cc(-c2ccccc2)n1	6	12	16	9	-9	8	4	2	18	9	2
COC(=O)c1sc2nc(C)cc(-c3ccccc3)c2c1N	1	7	-2	20	5	7	6	-6	0	13	8
